Assay outcomes (PubChem BioAssay)
NCOA2 inhibitor – human SRC2 (NCOA2) inhibition; HEK293 GAL4-SRC2 luciferase reporter, luminescence; Q15596; inhibition, % at 9 µM; 0.17% of 370,000 active;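 active = inhibition above the mean inhibition of all tested compounds plus 3 SD, set per campaign, cut at about 52% in these data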;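 note: 0% = DMSO treated cells and 100% = cells given Gossypol at 36 µM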
Vif inh – HIV Vif inhibition. inhibition, % at 7.49 µM. HEK293T cells, Vif self-association by quenched fluorescence, imaging, 24 h. 0.35% of 340,000 active; in the data active = inhibition above about 50%, passing the limit was not always enough; note: some results filed as inactive read as strong as hits
TROY signal inh – TROY signaling inhibition. Q293 LMP1-TROYcd NF-kB luciferase reporter, 4 h. inhibition, % at 10 µM. 0.98% of 360,000 active;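 active = compounds whose plate-normalised and pattern-corrected inhibition of the luciferase reporter signal at the single screening dose is 50% or more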
TLR9-MyD88 inh – blocks human TLR9 binding to MyD88; Q9NR96+Q99836; CHO BLA complementation TLR9-MyD88, CCF4 FRET ratio; 0.21% of 340,000 active; inhibition, % at 4.98 µM;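 active = inhibition above the mean over all tested compounds plus 3 SD, cut at about 21% in these data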;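 note: 0% = DMSO only wells and 100% = clavulanate BLA inhibitor control wells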
NR5A2 inv ag – suppresses constitutive activity of human LRH-1; O00482; HEK293T StAR-luciferase reporter, LRH-1 transfected, 24 h; inhibition, % at 3.6 µM; 0.13% of 360,000 active; AID 602396;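 active = inhibition above the mean inhibition of all tested compounds plus 3 SD, cut at about 73% in these data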;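 note: 0% = DMSO wells and 100% = reporter-only cells lacking LRH-1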
C8 TRAIL sens – sensitizes caspase-8 expressing cells to TRAIL. NB7+C8 cells + TRAIL, ATPlite viability luminescence. inhibition (viability loss, TRAIL sensitization), % at 10 µM. 1% of 360,000 active. AID 624354;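 active = compounds causing at least 50% loss of cell viability in the single-dose screen, relative to plate controls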
COUP-TFII inh – inhibitors of human COUP-TFII (NR2F2); P24468; inhibition, % at 8.6 µM; HEK293T NGFI-A luciferase reporter, luminescence; 0.7% of 370,000 active;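 active = inhibition above a per-plate cutoff, mean inhibition of test wells between control levels plus 3 SD, cut at about 38% in these data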;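 note: cells cotransfected with COUP-TFII expression vector driving the NGFI-A reporter; 0% = median of COUP-TF2 test wells and 100% = reporter-only cells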
NCOA1 inh – human NCOA1 inhibition; HEK293 GAL4-SRC1 luciferase reporter, luminescence; inhibition, % at 3.6 µM; 0.12% of 360,000 active; AID 588354;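 active = inhibition above the campaign mean plus 3 SD, with each screening campaign given its own cutoff, cut at about 60% in these data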;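 note: 0% = DMSO treated cells and 100% = gossypol at 36 µM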
Target sequence (Q15788 whole entry, looked up, the tested form may be a part): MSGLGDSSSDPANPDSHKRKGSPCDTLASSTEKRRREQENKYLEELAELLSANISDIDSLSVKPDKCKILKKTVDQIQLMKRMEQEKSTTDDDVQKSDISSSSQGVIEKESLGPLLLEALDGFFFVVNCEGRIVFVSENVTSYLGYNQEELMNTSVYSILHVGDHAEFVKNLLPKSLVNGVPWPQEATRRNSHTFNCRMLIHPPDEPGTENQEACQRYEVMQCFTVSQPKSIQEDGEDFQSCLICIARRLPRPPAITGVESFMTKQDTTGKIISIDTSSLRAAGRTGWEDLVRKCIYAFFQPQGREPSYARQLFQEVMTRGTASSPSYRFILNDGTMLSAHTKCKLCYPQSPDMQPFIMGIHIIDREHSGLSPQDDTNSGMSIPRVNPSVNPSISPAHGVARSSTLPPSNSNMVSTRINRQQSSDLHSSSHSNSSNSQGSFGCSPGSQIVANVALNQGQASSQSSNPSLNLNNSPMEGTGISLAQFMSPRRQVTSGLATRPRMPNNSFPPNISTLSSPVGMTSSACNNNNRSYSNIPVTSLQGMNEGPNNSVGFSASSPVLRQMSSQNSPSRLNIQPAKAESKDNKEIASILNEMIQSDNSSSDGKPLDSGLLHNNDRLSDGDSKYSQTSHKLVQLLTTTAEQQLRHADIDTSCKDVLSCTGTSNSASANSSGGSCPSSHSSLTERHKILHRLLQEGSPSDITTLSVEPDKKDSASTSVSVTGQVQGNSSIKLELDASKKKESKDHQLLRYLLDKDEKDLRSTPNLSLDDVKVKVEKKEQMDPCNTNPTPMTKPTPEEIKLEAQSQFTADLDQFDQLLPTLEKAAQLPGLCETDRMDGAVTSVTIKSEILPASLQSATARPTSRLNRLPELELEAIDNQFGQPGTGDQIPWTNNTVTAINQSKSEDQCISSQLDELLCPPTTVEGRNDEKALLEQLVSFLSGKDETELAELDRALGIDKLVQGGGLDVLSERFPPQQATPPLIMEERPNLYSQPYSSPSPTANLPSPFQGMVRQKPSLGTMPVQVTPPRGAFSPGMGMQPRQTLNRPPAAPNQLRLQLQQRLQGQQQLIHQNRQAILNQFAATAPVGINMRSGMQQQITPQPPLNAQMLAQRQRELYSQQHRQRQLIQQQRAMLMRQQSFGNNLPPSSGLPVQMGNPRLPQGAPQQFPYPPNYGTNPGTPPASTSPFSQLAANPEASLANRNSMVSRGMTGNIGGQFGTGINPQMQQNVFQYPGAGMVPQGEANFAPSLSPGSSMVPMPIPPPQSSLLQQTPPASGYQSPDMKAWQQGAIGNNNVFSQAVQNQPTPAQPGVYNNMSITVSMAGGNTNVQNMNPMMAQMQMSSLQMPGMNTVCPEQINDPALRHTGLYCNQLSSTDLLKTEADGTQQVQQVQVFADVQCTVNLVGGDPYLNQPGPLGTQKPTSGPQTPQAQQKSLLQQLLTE
NOD2 RIPK2 PPI – inhibitors of human NOD2-RIPK2 interaction; O43353; CHO BLA complementation NOD2-RIPK2, CCF4 ratio; inhibition, % at 4.98 µM; 0.38% of 360,000 active; AID 624267; in the data active = inhibition above about 21%;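 note: 0% = vehicle only and 100% = reference blocker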
NCOA3 inh – inhibitors of human steroid receptor coactivator 3 (SRC3); Q9Y6Q9; HEK293 GAL4-SRC3 luciferase reporter, luminescence; inhibition, % at 3.6 µM; 0.17% of 360,000 active;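 active = inhibition above a per-campaign cutoff, the mean of all compounds plus 3 SD, cut at about 60% in these data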;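 note: 0% = DMSO-treated cells and 100% = gossypol-treated cells at 36 µM; higher means less SRC3-driven luciferase light from the GAL4 reporter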
LMP1 NFkB inh – inhibitors of Epstein-Barr LMP1-induced NF-kappaB reporter; inhibition, % at 12.5 µM; 0.69% of 350,000 active; LMP1-induced NF-kappaB luciferase reporter cells, luminescence; in the data active = inhibition above about 41%;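 note: 0% = neutral control wells and 100% = reference inhibitor control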
Starred values were filed as active, the others as inactive; · = no result given.

SMILES | NCOA2 inhibitor | Vif inh | TROY signal inh | TLR9-MyD88 inh | NR5A2 inv ag | C8 TRAIL sens | COUP-TFII inh | NCOA1 inh | NOD2 RIPK2 PPI | NCOA3 inh | LMP1 NFkB inh
O=C(NCc1ccccn1)c1ccc(Cl)cc1Cl | -30 | · | -9 | -9 | -17 | 7 | -18 | -8 | 5 | -18 | 1
O=C(CCc1nnc(CCC2CCCCC2)o1)NCc1ccon1 | -7 | 24 | 3 | 5 | -4 | -4 | -16 | -25 | 3 | 10 | -8
Oc1c(Cl)cc(Cl)cc1/C=N/c1ncn[nH]1 | -9 | 8 | -18 | 8 | -5 | 5 | -6 | 2 | 7 | 5 | 6
O=C(c1cccc(N2C(=O)c3ccccc3C2=O)c1)N1CCCC(C(F)(F)F)C1 (stereo unspecified) | -8 | 4 | -7 | -3 | -9 | 24 | 1 | -36 | -10 | 9 | -7
Cc1ccc(-c2nnc(SCC(=O)Nc3nccs3)n2N)cc1 | -32 | 6 | -51 | -4 | -57 | 5 | -6 | -13 | -4 | -22 | -18
CCc1ccc(OCC(=O)NNC(=O)c2cc(S(=O)(=O)N(C)C)ccc2N2CCCC2)cc1 | 2 | 10 | -23 | 8 | 15 | -15 | -3 | -13 | -13 | 3 | -1
O=C(c1cc(COc2c(F)cccc2F)on1)N1CCN(C2CCCCC2)CC1 | 6 | 10 | -10 | 2 | 21 | -12 | 11 | 24 | 0 | 2 | 1
CN(C(=O)c1ccccn1)c1nnc(-c2ccccn2)s1 | -83 | 7 | 31 | -9 | -112 | 0 | -48 | -93 | 6 | -52 | -18
CN(C)CCCOC(=O)c1ccccc1 | 5 | 1 | -7 | -6 | 3 | 0 | -13 | 8 | 1 | 2 | -6
Cc1ccc(CNC(=O)c2cc3c(-c4ccc(Cl)cc4)nn(C)c3s2)o1 | 7 | -30 | 4 | 2 | 13 | 5 | 5 | 8 | 3 | -9 | -4
Cc1cc(C)n(CCN(C)C(=O)C2CCC(=O)N(CCN3CCOCC3)C2)n1 (stereo unspecified) | 3 | -3 | -3 | 2 | 2 | -5 | 13 | -3 | -12 | 1 | 7
O=C(NCCc1ccccc1)C1CCCN(c2ncnc3c2nc2n3CCCCC2)C1 (stereo unspecified) | -20 | -1 | -10 | 7 | -20 | -5 | 13 | -9 | 4 | -29 | -2
CCOC(=O)c1cc(NC(=O)N(CC)CC)c(C)nc1C | 2 | 1 | -5 | 0 | -13 | -20 | -2 | -2 | -10 | 0 | 4
CCc1ccc(CCC(=O)Nc2nnc(C)s2)o1 | -5 | 55* | 20 | -3 | 17 | 0 | -10 | -4 | -5 | 0 | 2
COCCCNC(=S)NNC(=O)c1ccccn1 | 15 | 2 | 9 | 2 | -3 | 4 | 2 | 5 | 3 | 2 | 2
CCCc1cc(C(=O)Nc2cnn(Cc3ccc(F)cc3)c2)no1 | -26 | -3 | -16 | -7 | -46 | 10 | 2 | -32 | -7 | -15 | -19
O=C(NCc1cccc(Br)c1)C1CC2Cn3c(nc4ccccc43)C2N1c1ccccc1 (stereo unspecified) | -18 | -4 | -8 | -8 | -18 | -6 | 7 | -17 | 1 | -9 | 5
O=C(NCC1CCCO1)C(c1cccs1)N(Cc1ccccc1)C(=O)c1ccc(-c2ccccc2)[nH]1 (stereo unspecified) | 10 | -1 | 23 | 3 | -7 | 5 | 7 | -7 | -12 | 8 | 2
O=C(NNC(=O)c1ccccc1OCc1ccccc1)c1ccccc1F | -31 | 3 | -44 | 3 | -18 | 2 | -16 | -51 | -14 | -53 | -23
CCCCn1nnnc1SCC(=O)NCc1ccco1 | -15 | · | 5 | -7 | 15 | -3 | 6 | -2 | -1 | 7 | 20
CCC(=O)N1CCN(c2ccc(Cl)cc2NC(=S)NC(=O)c2ccco2)CC1 | -15 | -13 | 17 | -4 | -1 | 3 | 3 | 1 | -11 | 10 | 6
FC(F)(F)c1ccc(N2CCN(Cc3ccc4c(c3)OCO4)CC2)nc1 | 0 | 4 | -18 | 5 | 7 | 1 | -9 | 16 | -2 | 22 | 16
CCOC(=O)CSc1nnc(-c2ccccc2)o1 | 0 | -1 | 12 | 3 | 5 | -9 | 0 | -17 | 0 | 10 | 8
Cc1nnc(SCc2nnc(-c3ccc(Cl)cc3)o2)n1-c1ccccc1 | 4 | -3 | -56 | -1 | -12 | -4 | -19 | -15 | 0 | 2 | -7
CC(C)(C)NC(=S)NNC(=O)c1ccncc1 | -27 | · | 1 | -2 | 12 | 4 | 3 | 13 | -3 | -12 | -1
COc1ccc(OC)c(C2=Nn3c(nnc3-c3ccco3)SC2)c1 | -40 | 3 | -2 | 5 | 27 | -5 | -23 | -20 | -5 | 20 | 1
CCCn1c(SCC(N)=O)nc2c(c1=O)C1(CCCC1)Cc1ccccc1-2 | 9 | · | -10 | 3 | -18 | -5 | 13 | -10 | 4 | -32 | -8
COc1ccccc1N1CCN(S(=O)(=O)c2ccccc2)CC1 | 12 | 0 | 15 | 1 | -5 | -17 | -29 | -6 | -1 | 8 | 1
COc1ccc(/C=C2\SC(=S)N(CCCC(=O)Nc3cc(C)on3)C2=O)cc1OC | 19 | 0 | 9 | -12 | 4 | 21 | 6 | -17 | 1 | 8 | 3
CCOC(=O)C(c1ccccc1)C(Nc1ccc(Cl)c(Cl)c1)c1ccccn1 (stereo unspecified) | -10 | -10 | -5 | · | 9 | 1 | 7 | -18 | 0 | 15 | 7
COCCn1c(SCC(=O)NC2CCCC2)nnc1-c1ccco1 | 8 | 8 | -1 | 5 | -9 | -17 | 5 | -1 | -7 | 4 | -4
Cc1ccc(S(=O)(=O)n2nc(OC(=O)c3ccccc3F)cc2N)cc1 | 2 | 16 | 30 | -5 | 7 | -4 | 2 | 7 | -7 | 1 | -6
COc1ccc(NC(=O)CCN2CCCCCC2)cc1 | -8 | 12 | -13 | -4 | -5 | -11 | 0 | 6 | -6 | 17 | 2
CCOC(=O)c1ccc(NC(=O)CCC(=O)NCc2ccco2)cc1 | -26 | 5 | 11 | 7 | 7 | 4 | 4 | -2 | -7 | -12 | -3
Cc1oc2c(c(C)cc3oc(=O)c(CC(=O)N[C@@H](C)C(=O)O)c(C)c32)c1C | 2 | 7 | -3 | 2 | 8 | -4 | -1 | -1 | 8 | -12 | -2
COc1ccc2c(c1)C(NC(C)=O)C(=O)N2C (stereo unspecified) | 5 | -2 | -13 | 12 | -6 | -6 | 0 | 3 | -2 | -3 | -2
Cc1nn(-c2ccccc2)c(C)c1C(=O)OCC(=O)N1CCN(S(=O)(=O)c2ccccc2)CC1 | 5 | -16 | 15 | -3 | 11 | 1 | 10 | -4 | 6 | -5 | 4
COC(=O)Cn1c(CN2CCC(Cc3ccccc3)CC2)nc2c1c(=O)n(C)c(=O)n2C | -1 | -3 | -1 | 4 | -1 | 0 | 15 | -15 | 2 | 15 | 8
CCS(=O)(=O)Nc1ccc(C(=O)OC)cc1 | 5 | 7 | 3 | 1 | -13 | 12 | -4 | -12 | 1 | -9 | 13
COC(=O)c1ccccc1NC(=O)c1sc(N)nc1C | -21 | -13 | 13 | -5 | 6 | -13 | -11 | 1 | -1 | -11 | 3

An excerpt from above in order of molecular weight, rising.
SMILES | NCOA2 inhibitor | Vif inh | TROY signal inh | TLR9-MyD88 inh | NR5A2 inv ag | C8 TRAIL sens | COUP-TFII inh | NCOA1 inh | NOD2 RIPK2 PPI | NCOA3 inh | LMP1 NFkB inh
COCCn1c(SCC(=O)NC2CCCC2)nnc1-c1ccco1 | 8 | 8 | -1 | 5 | -9 | -17 | 5 | -1 | -7 | 4 | -4
CCCn1c(SCC(N)=O)nc2c(c1=O)C1(CCCC1)Cc1ccccc1-2 | 9 | · | -10 | 3 | -18 | -5 | 13 | -10 | 4 | -32 | -8
Cc1nn(-c2ccccc2)c(C)c1C(=O)OCC(=O)N1CCN(S(=O)(=O)c2ccccc2)CC1 | 5 | -16 | 15 | -3 | 11 | 1 | 10 | -4 | 6 | -5 | 4

(further entries)
SMILES | NCOA2 inhibitor | Vif inh | TROY signal inh | TLR9-MyD88 inh | NR5A2 inv ag | C8 TRAIL sens | COUP-TFII inh | NCOA1 inh | NOD2 RIPK2 PPI | NCOA3 inh | LMP1 NFkB inh
Cc1cc(S(=O)(=O)N2CCCC(C(=O)Nc3ccc(C(=O)O)cc3)C2)ccc1Cl (stereo unspecified) | 0 | 3 | -5 | 5 | -2 | -2 | -9 | 0 | -7 | 10 | 7
O=[N+]([O-])c1cccc(C=NNc2ccc3ccccc3n2)c1O | 19 | 31 | 75* | -1 | 3 | 57* | 9 | 42 | -11 | 40 | 12
CN(C)CCCNC(=O)c1cc(Br)ccc1Cl | -4 | 9 | -1 | 3 | -4 | 3 | 5 | -21 | -7 | 3 | -2
Cc1ccccc1C(=O)NCC(=O)OCC(=O)NC(C)C1CC2CCC1C2 (stereo unspecified) | 7 | -3 | -5 | -4 | -22 | 5 | -12 | -1 | -4 | 17 | -1
O=C(CC(c1ccccc1)c1ccccc1O)N1CCCCC1 (stereo unspecified) | 2 | 3 | 18 | -13 | 9 | 4 | 15 | 22 | -8 | 6 | -5
C/C(=N/NC(=O)c1ccc(Cl)cc1Cl)c1cccnc1 | · | -12 | -40 | 9 | 4 | 6 | · | 12 | -2 | -14 | -8
COC(=O)c1cccc(NC(=O)CC2C(=O)NCCN2C(=O)Nc2cc(C)cc(C)c2)c1 (stereo unspecified) | -5 | -6 | -13 | -4 | 14 | 1 | 9 | -10 | 0 | 16 | -1
CC1=NN(c2ccc(C(=O)OC(C)C)cc2)C(=O)/C1=C\C=C\c1ccco1 | 15 | 0 | -18 | -1 | 11 | -1 | 2 | 1 | -8 | 0 | -8
CCNC(=O)c1sccc1-n1cccc1 | 17 | 2 | 7 | -7 | -16 | 4 | 7 | 3 | -4 | 1 | -9
CCC(CC)COC(=O)C1=C(C)NC(=O)NC1c1ccccc1Br (stereo unspecified) | -11 | -4 | 8 | -9 | 4 | -15 | 1 | 6 | 1 | 8 | 3
CCOC(=O)C1(C)CCN1C(=O)Cc1ccc(OC)cc1 (stereo unspecified) | -5 | 3 | -3 | · | 1 | -7 | 14 | -25 | -4 | -13 | ·
CCN(/C=N/c1sc2c(c1C#N)CC(C)(C)NC2(C)C)CC | -9 | -1 | -1 | -8 | -8 | 3 | 4 | -5 | -6 | 11 | 0
O=C(COC(=O)c1ccccn1)Nc1cccnc1Cl | 18 | 12 | -7 | 7 | 43 | -33 | -3 | -17 | -4 | -12 | 3
O=C(Nc1ccc2c(c1)OCCO2)C1CCN(C(=O)c2ccc([N+](=O)[O-])cc2)CC1 | -2 | -9 | 5 | 0 | 3 | -3 | 2 | -11 | -16 | 15 | -2
COc1nc(N)nc(NC23CC4CC(CC(C4)C2)C3)n1 | -10 | 16 | -26 | 0 | -17 | 16 | -21 | -20 | -2 | -24 | -2
Cc1ccccc1Cn1cnc2c(nnn2Cc2ccc(F)cc2)c1=O | 6 | 4 | 14 | -8 | 1 | -13 | 17 | 8 | -1 | 2 | 4
CC(=O)c1cccc(NC(=O)C(C)OC(=O)Cc2c[nH]c3ccccc23)c1 (stereo unspecified) | -5 | -14 | 8 | -1 | 6 | -1 | -13 | -8 | 2 | 15 | -9
CCCC(c1nnnn1C(C)(C)CC)N(Cc1ccco1)Cc1cc2ccc(OC)cc2[nH]c1=O (stereo unspecified) | -46 | -6 | -15 | 4 | 10 | 0 | -11 | 2 | 6 | 8 | 11

Only part of the results is shown, so the mix of outcomes need not match the whole.
